Source: PubChem BioAssay (National Center for Advancing Translational Sciences (NCATS))
PI5P4Ka inh: blocks human PI5P4K alpha kinase activity; PI5P4Kalpha enzyme, ADP-Glo luminescence, 60 min; hits give low values; max response, %; actives 1.2% (n = 330,000); AID 652105; P48426; active means max response of -50% or lower; inconclusive means between -30% and -50%; inactive means -30% or higher; further: value at the top dose of about 77 µM; on the % scale 0 is the no-effect control and ±100 the full control effect
Target sequence (P48426 whole entry, looked up): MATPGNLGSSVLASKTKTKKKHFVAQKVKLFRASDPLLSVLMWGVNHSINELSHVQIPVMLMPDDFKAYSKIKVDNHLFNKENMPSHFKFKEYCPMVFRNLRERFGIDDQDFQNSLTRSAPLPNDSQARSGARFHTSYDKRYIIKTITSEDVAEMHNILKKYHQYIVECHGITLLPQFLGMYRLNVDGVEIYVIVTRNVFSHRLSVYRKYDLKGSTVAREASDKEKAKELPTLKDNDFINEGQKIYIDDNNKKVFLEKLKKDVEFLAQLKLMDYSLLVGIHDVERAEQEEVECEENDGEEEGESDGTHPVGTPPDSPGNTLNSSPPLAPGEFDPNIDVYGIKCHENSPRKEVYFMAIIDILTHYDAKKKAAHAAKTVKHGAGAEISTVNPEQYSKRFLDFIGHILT
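Human PI5P4Kalpha with substrate in 0.038 M HEPES pH 7.4, 0.28 mM EGTA, 0.1% CHAPS, 5% DMSO; reaction started with 5 microM ATP (final), 60 min at room temperature. ADP formed read by ADP-Glo luminescence.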
WRN inhibitor: inhibitors of human WRN helicase; actives 0.46% (n = 360,000); WRN helicase unwinding, fluorescent forked duplex, kinetic; Potency, µM (top dose mostly 114 µM), inactives show at the highest dose activity change, negative = inhibition, hits mostly inhibitors; further: potency means the concentration at half of the fitted maximal effect; on the % scale 0 is the no-effect control and ±100 the full control effect; nearly all actives have a fitted effect of over 55% in size
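Kinetic fluorescence helicase assay: unwinding of a quenched forked DNA duplex (100 nM final) with 2 mM ATP final raises red fluorescence (525/598 nm). Compounds sat 15 min at room temperature with 20 nM WRN beforehand.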
Mm-Cpn inhibitor: blocks the Methanococcus maripaludis chaperonin Mm-Cpn | purified Mm-Cpn ATPase, ADP Transcreener TR-FRET | AID 504842 | Potency, µM (titrated, usually from 76.9 µM), for inactives: at the top dose activity, negative = inhibition, most hits filed as inhibitors | actives 0.031% (n = 330,000); further: potency means the concentration at half of the fitted maximal effect; on the % scale 0 is the no-effect control and ±100 the full control effect; nearly all actives have a fitted effect of over 80% in size
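ATP (10 uM final) was added to archaeal chaperonin (25 nM final) after 10 min exposure to test compound at 37°C; after 30 min further incubation, ADP was detected by competitive TR-FRET.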
EPAC2 antag: blocks human EPAC2 exchange factor. Potency, µM (doses to about 114 µM), inactives show at the highest dose activity, negative = inhibition, most hits filed as inhibitors. actives 0.18% (n = 360,000). Q8WZA2. EPAC2 GEF exchange of Rap1B-BODIPY-GDP, fluorescence; further: potency means the concentration at half of the fitted maximal effect; on the % scale 0 is the no-effect control and ±100 the full control effect; nearly all actives have a fitted effect of over 45% in size; many of its hits are not listed in these tables
CCT chaperon mod: modulators of cytosolic chaperonin (CCT/TRiC) activity; purified chaperonin ATPase assay, HTRF ADP detection, 30 min; activity change, % (concentration not given with the values), hits read low; actives 0.3% (n = 360,000); AID 651819; in the data active means activity change below about -30%; further: on the % scale 0 is the no-effect control and ±100 the full control effect
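TRiC at 40 or 20 nM final (batch-dependent) in 30 mM Tris pH 7.4, 100 mM KCl, 5 mM MgCl2, 1 mM DTT, with compound at single 76 uM and 10 uM ATP, 30 min at 37 deg C. ADP detected by HTRF Transcreener, 665/615 ratio.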
EPAC1 antag: blocks human EPAC1 exchange factor; actives 0.14% (n = 360,000); O95398; Potency, µM (top dose mostly 115 µM), without a hit: top-dose activity change, negative = inhibition, hits mostly inhibitors; EPAC1 GEF assay, Rap1b-BODIPY-GDP exchange fluorescence;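 further: potency means the concentration at half of the fitted maximal effect; plate controls were vehicle for no effect and positive control for full effect; nearly all actives have a fitted effect of over 50% in size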
PLK1 PBD block: PLK1 (human) polo-box domain binding inhibition; P53350; Plk1 PBD binding of FITC phosphopeptide, fluorescence polarization; Potency, µM, without a hit: max response, negative = inhibition, usual class: inhibitors; actives 2.8% (n = 360,000); further: potency means the concentration at half of the fitted maximal effect; series mostly up to about 57 µM; on the % scale 0 is the no-effect control and ±100 the full control effect; nearly all actives have a fitted effect of over 65% in size
Target sequence (P53350 whole entry, looked up, the tested form may be a part): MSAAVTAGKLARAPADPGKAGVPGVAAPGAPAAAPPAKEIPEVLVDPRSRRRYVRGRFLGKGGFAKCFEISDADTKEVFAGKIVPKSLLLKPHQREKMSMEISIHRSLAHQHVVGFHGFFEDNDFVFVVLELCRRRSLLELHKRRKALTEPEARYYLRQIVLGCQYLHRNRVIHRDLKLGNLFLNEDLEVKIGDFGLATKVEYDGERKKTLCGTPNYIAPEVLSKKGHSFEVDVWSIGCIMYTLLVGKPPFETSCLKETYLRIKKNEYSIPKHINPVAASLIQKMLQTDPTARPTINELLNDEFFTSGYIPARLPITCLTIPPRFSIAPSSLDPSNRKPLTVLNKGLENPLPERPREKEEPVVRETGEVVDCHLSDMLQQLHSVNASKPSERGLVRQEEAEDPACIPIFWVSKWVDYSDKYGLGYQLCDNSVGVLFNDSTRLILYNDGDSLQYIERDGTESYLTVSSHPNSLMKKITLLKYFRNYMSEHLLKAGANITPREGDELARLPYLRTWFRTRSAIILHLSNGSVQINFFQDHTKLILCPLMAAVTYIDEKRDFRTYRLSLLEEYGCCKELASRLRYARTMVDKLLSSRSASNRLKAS
EPAC1 agonist: activates human EPAC1 exchange factor; O95398; EPAC1 agonist qHTS, biochemical assay; response scale: 100% = response to 6.5 mM cAMP; Potency, µM (series often up to 154 µM), inactives show top-dose activation, actives largely listed as activators; actives 0.073% (n = 360,000); AID 720707; further: potency means the concentration at half of the fitted maximal effect; nearly all actives have a fitted effect of over 60% in size
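Compounds were pinned as a concentration titration into mixtures of EPAC1 (100 nM), BODIPY-GDP-loaded Rap1B (250 nM) and GDP (50 uM). After 5 min at room temperature, fluorescence was followed for 30 min; activity was scaled to 6.5 mM cAMP.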
* marks the source's active call; other numbers are inactive results; ? = inconclusive; / = no result given; & = joins results of further samples; [ ] = another dose, or the depositor's remark. Unless noted, the call rests on the fitted dose curve; in most records, active means well fitted curve in the direction sought with a large enough effect; inconclusive means small, poorly fitted or top-dose-only effect, or another doubt; inactive means no such curve, though single readings can be large; an effect the other way counts as inactive or inconclusive. These rows are one share of the data. The share of hits here may be higher or lower than overall.

PI5P4Ka inh,WRN inhibitor,Mm-Cpn inhibitor,EPAC2 antag,CCT chaperon mod,EPAC1 antag,PLK1 PBD block,EPAC1 agonist,Structure
2,-4%,-3%,-12%,-0.7,-19%,-12%,10%,COc1ccc(-c2nnc(C3CCN(S(=O)(=O)c4ccccc4)CC3)o2)cc1
0,-15%,-1%,4%,1.2,8%,-4%,-4%,CC(=O)c1c(C)[nH]c(C(=O)CSc2nnc(NC3CC3)s2)c1C
-3,-17%,1%,-10%,-1.1,-15%,0%,4%,O=C(NCCc1ccc(Cl)cc1)c1cccc(NC2=NC3CS(=O)(=O)CC3S2)c1 (centres undefined)
2,1%,-1%,-12%,1.4,-19%,-22%,5%,Cc1cccc(CSC2=NCCN2C(=O)c2ccc(Br)o2)c1
-2,-19%,-2%,2%,-1.0,3%,-6%,5%,CCn1nc(C)cc1C(=O)N1CCCC(Nc2ccc(C(C)C)cc2)C1 (centres undefined)
4,-5%,-1%,-1%,-0.3,-12%,0%,4%,COc1ccc(-n2c(SCC(=O)Nc3cccc(S(N)(=O)=O)c3)nc3ccccc3c2=O)cc1OC
/,1%,1%,3%,-1.6,0%,-8%,-7%,CCc1n[nH]c(=S)n1/N=C/c1ccc2c(c1)OCO2
0&-21,-19%&-13%,3%&0%,-14%&7%,0.3&2.3,?,-15%&-2%,3%&-8%,CCc1nn2c(N)c(/C=C3\C=Nc4ccccc43)c(=O)nc2s1
1,2%,-6%,0%,0.1,5%,-5%,2%,CC(C)CC(NC(=O)c1ccccc1NC(=O)c1ccccc1)C(=O)O (centres undefined)
-3,4%,-2%,7%,0.4,11%,-6%,1%,COc1ccc(NC(=O)CSc2cccc3cccnc23)c(OC)c1
-1,30%[57.1 µM],-6%,0%,2.6,-11%,-5%,-2%,Cc1ccc(-c2csc3nc4c5ccccc5c(NCCCN(C)C)nn4c(=O)c23)cc1
3,-5%,1%,13%,1.0,-9%,-1%,1%,CCCn1c(CCc2ccccc2)nnc1SCC(=O)N1CCOCC1
3,1%,1%,?,0.8,-4%,-11%,-1%,Cc1ccc(Oc2cc(NN3CCCCC3)c([N+](=O)[O-])cc2[N+](=O)[O-])c(Cl)c1
6,9%,2%,1%,-2.7,-3%,-22%,10%,Cc1ccc(S(=O)(=O)NC2CCCCC2)c(C)c1NS(C)(=O)=O
/,-3%,3%,-9%,-0.7,-10%,-3%,3%,CC1CCN(C(=S)NCCc2ccccc2)CC1
2,4%,1%,5%,-2.8,20%,7%,-11%,COc1cc(NS(=O)(=O)c2ccc(NC(=O)c3cccnc3)cc2)ncn1
0,-4%,0%,4%,-2.4,-13%,-2%,10%,O=C(NCCc1ccc(Cl)cc1)/C(=C/c1cccnc1)NC(=O)c1ccccc1
-4,-12%,0%,-15%,1.7,-1%,-7%,19%,Cc1c(NC(=O)CSc2nnc(-c3cccnc3)n2N)c(=O)n(-c2ccccc2)n1C
-3,-2%,0%,-3%,-2.0,-25%,-9%,0%,CN(C)c1cccc(C(=O)Nc2cccc(F)c2)c1
?,-16%,3%,13%,-1.4,-11%,-3%,?,Nc1c(N(CCC2=CCCCC2)C(=O)c2ccc([N+](=O)[O-])o2)c(=O)[nH]c(=O)n1Cc1ccccc1
-3,-1%,2%,34%[activator],1.0,5%,-2%,-3%,S=c1nc(-c2ccccc2)n(CCCn2ccnc2)c2c1CCCC2
-17,6%,-1%,-3%,1.7,4%,1%,-5%,O=C(c1cccc2ccccc12)N1CCC(N2CCN(c3ccccc3)CC2)CC1
-6,-4%,/,3%,-1.9,-7%,-9%,-14%,COc1cccc(-c2cnc3c(NC(C)=O)cc(-c4ccc(S(C)(=O)=O)cc4)cn23)c1
-11,0%,-7%,14%,-2.8,-19%,-8%,-13%,CCCn1nc(NC(=O)C(C)C)c2cc3cc(OC)ccc3nc21
5,-18%,1%,9%,-4.1,-13%,-6%,-6%,Cc1nc(CCNC(=O)CC2C(=O)NCCN2Cc2ccccc2)nc2c1CCC2 (centres undefined)
2,3%[57.1 µM],0%,3%,1.5,-6%,-1%,-8%,CCCc1ccc(C(=O)CCC(=O)O)cc1
-6,1%,4%,2%,3.6,-4%,24µM*,3%,Cc1cc(C)cc(C(=O)NCC(=O)OCC(=O)N(C)c2ccccc2)c1
/,-16%,1%,-11%,-2.1,-14%,-8%,-3%,O=C(Nc1cccnc1)c1ccc(COCC(F)(F)F)cc1
?,1%[11.6 µM],-2%,0%,3.4,-12%,?,-1%,O=C(CSc1ccsc1[N+](=O)[O-])NCc1ccccc1
-6,-4%,0%,15%,-0.1,9%,-10%,-7%,O=C(NCCN1C(=O)S/C(=C\c2cccnc2)C1=O)c1ccc(S(=O)(=O)N2CCCC2)cc1
-8,-2%,2%,-14%,0.8,-13%,?,-8%,Cc1ccc(Sc2ccc(S(=O)(=O)Nc3ccc(CC(=O)O)cc3)cc2)cc1C
0,-6%,2%,-3%,0.4,7%,-7%,8%,COc1ccccc1N1CC(C(=O)Nc2nnc(SCc3ccccn3)s2)CC1=O (centres undefined)
?,6%,-3%,1%,3.1,-29%,24µM*,-15%,Cc1cc(N2C(=O)C(O)=C(C(=O)c3ccc(C)o3)C2c2cccc(Oc3ccccc3)c2)no1 (centres undefined)
-2,-24%[57.1 µM],2%,11%,-0.3,20%,5%,-13%,CC(C)CNC(=O)COC(=O)c1ccc([N+](=O)[O-])cc1Cl
2,8%,-1%,-20%,-1.0,0%,1%,2%,COc1cc(OC)c2c(C)cc(=O)oc2c1C(CCN1CCOCC1)c1ccc2c(c1)OCO2 (centres undefined)
2,-7%,-2%,-4%,-2.2,-10%,-10%,-8%,NC(=O)NC(CC(=O)Nc1cccnc1)c1cccc(Br)c1 (centres undefined)
0,-8%,-4%,10%,3.3,4%,2%,-2%,CCOc1ccc(-n2cc(C(=O)N3CCCCCC3)c3cc(OC)c(OC)cc3c2=O)cc1
3,-1%,1%,3%,-0.4,-18%,-3%,-9%,CCN(C(=O)CCCC(=O)N(CC)c1ccccc1)c1ccccc1
/,-8%,1%,10%,3.9,-1%,0%,3%,O=C(Nc1nnc(C2CCCC2)s1)C1CCN(S(=O)(=O)c2ccc(Cl)cc2)CC1
9,-6%,2%,17%,-1.0,-3%,-1%,-9%,O=C(CCN1C(=O)C2C3C=CC(C3)C2C1=O)Nc1ccc2ncccc2c1 (centres undefined)
?,-18%,1%,2%,0.7,9%,-13%,-9%,O=C(O)c1ccc2noc(-c3ccccc3)c2c1
-5,6%,/,9%,1.7,1%,1%,-3%,O=C(CC12CC3CC(CC(C3)C1)C2)NC1CC1
-19,-13%,2%,-4%,0.2,-6%,-19%,-6%,O=C(COC(=O)/C=C/c1ccco1)Nc1cccc([N+](=O)[O-])c1
-27,10%,1%,20%,1.3,-9%,?,-5%,O=C(Nc1ccc(O)c(C(=O)O)c1)c1cccc(NC(=O)c2ccco2)c1
4,-3%,/,2%,-1.5,2%,-4%,0%,O=C(NCCc1ccccc1O)c1cc2c(cc1[N+](=O)[O-])OCO2
1,1%,0%,5%,-0.5,-13%,-3%,8%,CN(C)C(=O)CSc1n[nH]c(=O)[nH]c1=O
2,5%,-3%,1%,-1.8,-25%,-10%,-1%,Cc1ccccc1NS(=O)(=O)c1ccc(C(=O)NCCCN2CCOCC2)cc1
/,4%,0%,1%,-2.2,-1%,-4%,5%,COc1cc(SC)ccc1C(=O)NC1CCCCC1
10,-3%,2%,2%,-0.3,-23%,-2%,-8%,CC1CCCN(C(=S)NCc2ccccc2)C1 (centres undefined)
-2,2%,-4%,9%,0.3,-6%,1%,9%,OC1CCN(CC(O)C(F)(F)F)CC1 (centres undefined)

Continuation:
PI5P4Ka inh,WRN inhibitor,Mm-Cpn inhibitor,EPAC2 antag,CCT chaperon mod,EPAC1 antag,PLK1 PBD block,EPAC1 agonist,Structure
0,0%,0%,3%,0.4,-2%,-5%,0%,O=C(CSc1nnc(-c2ccccc2Br)o1)Nc1cccc2ccccc12
6,6%,-1%,1%,-1.0,-4%,-13%,-4%,O=C(Cn1nnc2ccccc2c1=O)NCC1CCC(C(=O)O)CC1 (centres undefined)
-2,15%,?,-4%,-4.2,12%,-3%,5%,COc1ccc(NC(=O)c2cc3c(=O)n(C)c4ccccc4c3n2C)cc1Cl
8,0%,3%,-7%,-0.8,16%,-9%,0%,COc1ccc(C=O)cc1OS(=O)(=O)c1ccc(NC(C)=O)cc1
8,-9%,/,2%,-0.3,-11%,-1%,0%,Nc1ncnc2c1ncn2[C@@H]1O[C@H](CNC(=O)[C@@H](N)Cc2ccc(C(=O)c3ccccc3)cc2)[C@@H](O)[C@H]1O
0,-15%,-7%,16%,-4.3,10%,2%,5%,CCN(CC(=O)Nc1c(F)cccc1F)C(=O)CCc1nc2cc(S(=O)(=O)N(C)C)ccc2n1CC
-4,0%,1%,14%,2.1,5%,-1%,8%,Cn1c(CSCc2ccccc2Cl)n[nH]c1=S
-25,6%,-6%,20%,2.9,17%,-8%,-3%,CCc1cccc(C)c1NC(=O)c1cccc(N(C)C)c1
/,-9%,1%,-5%,-1.6,-15%,-25%,8%,Cc1ccc(C(=O)NNC(=S)NC(=O)c2ccc(Cl)cc2Cl)cc1
13,-4%,1%,-10%,-1.5,-9%,1%,-1%,Cc1ccc(C)c(OCCC(=O)OCC(=O)c2c(N)n(C)c(=O)n(C)c2=O)c1
-2,-10%,-1%,14%,-1.0,-7%,5%,-1%,O=C(CCC1CCCC1)Nc1nnc(-c2ccc3c(c2)OCO3)s1
